TIM10 inh: growth inhibitors of TIM10 yeast strain | S. cerevisiae TIM10 strain growth, BacTiter-Glo luminescence, 24 h | AID 463195 | inhibition, % at 10 µM | actives 1.4% (n = 330,000);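 active means inhibition of 40% or more at the single tested concentration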;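 further: wild-type TIM10 isogenic control strain grown at permissive 25 °C; 0% = DMSO yeast wells and 100% = minimal medium wells without yeast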
APJ ag: agonists of human APJ apelin receptor; CHO-K1 APJ PathHunter beta-arrestin, luminescence; 0% DMSO wells, 100% apelin; activation, % at 20 µM; actives 0.11% (n = 330,000); AID 2520;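 active means activation more than six SD over the plate average, tested at 20 µM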;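 further: 0% = DMSO alone and 100% = apelin-13 at 10 nM; some results filed as inactive read as strong as hits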
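system = engineered CHO-K1 APJ arrestin reporter cells | input = 1000 cells per well | timing = overnight seeding, 90 min compound at 25 °C, 1 h detection | measured by = enzyme-fragment complementation luminescence | read-out = beta-arrestin recruitment to APJ as agonist activity, luminescent signal | control set = negative DMSO alone, positive Apelin-13 at 10 nM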
Mdm2-MdmX inh: disrupts the human Mdm2-MdmX interaction; AID 485346; O15151+Q00987; inhibition, % at 8 µM; SaOS-2 split-luciferase Mdm2/MdmX complementation, luminescence; actives 3% (n = 330,000);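 active means inhibition of at least 50% at 8 µM in the primary screen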
Target sequence (O15151 whole entry, looked up): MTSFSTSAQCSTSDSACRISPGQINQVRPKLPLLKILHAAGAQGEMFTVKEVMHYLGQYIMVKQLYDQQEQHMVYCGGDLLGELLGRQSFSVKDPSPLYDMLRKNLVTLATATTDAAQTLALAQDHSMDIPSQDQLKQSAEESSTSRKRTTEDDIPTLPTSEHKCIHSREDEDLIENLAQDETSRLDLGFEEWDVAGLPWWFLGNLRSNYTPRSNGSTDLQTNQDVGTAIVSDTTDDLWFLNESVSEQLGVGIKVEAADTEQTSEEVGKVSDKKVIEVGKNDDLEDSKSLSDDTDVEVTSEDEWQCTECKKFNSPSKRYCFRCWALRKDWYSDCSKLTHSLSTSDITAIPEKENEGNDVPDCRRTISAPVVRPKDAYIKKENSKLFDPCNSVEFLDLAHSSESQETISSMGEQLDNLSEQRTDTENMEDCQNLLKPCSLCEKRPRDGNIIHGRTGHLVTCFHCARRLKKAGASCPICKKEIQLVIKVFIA
Target sequence (Q00987 whole entry, looked up): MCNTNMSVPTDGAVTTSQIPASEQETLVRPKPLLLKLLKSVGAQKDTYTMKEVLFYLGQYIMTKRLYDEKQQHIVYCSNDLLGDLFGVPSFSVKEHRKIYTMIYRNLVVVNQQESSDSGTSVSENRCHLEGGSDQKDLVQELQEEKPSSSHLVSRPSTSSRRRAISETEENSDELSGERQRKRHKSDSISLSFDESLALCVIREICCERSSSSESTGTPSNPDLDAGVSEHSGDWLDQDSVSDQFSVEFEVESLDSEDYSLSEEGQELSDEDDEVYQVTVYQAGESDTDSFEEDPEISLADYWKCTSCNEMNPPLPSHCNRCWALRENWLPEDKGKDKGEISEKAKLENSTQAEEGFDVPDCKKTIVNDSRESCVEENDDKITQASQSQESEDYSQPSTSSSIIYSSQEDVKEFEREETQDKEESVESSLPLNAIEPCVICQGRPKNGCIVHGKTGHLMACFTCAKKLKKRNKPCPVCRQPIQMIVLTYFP
XBP1 UPR activ: activators of adaptive arm of unfolded protein response (XBP1); CHO-XBP1 luciferase reporter, IRE1-XBP1 UPR activation, luminescence; percent of tunicamycin response, DMSO as zero; activation, % at 20 µM; actives 0.33% (n = 330,000); AID 463104;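 active means versus positive control, 20 µM dose yields 30% or more activation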;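 further: 100% = tunicamycin at 10 µg/mL and 0% = DMSO only wells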
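Material: IRE1-XBP1 luciferase reporter CHO line / Quantity: one thousand reporter cells per well / Buffer or medium: F12 with 10% serum / Compound: 20 µM single concentration, DMSO 1% / Times: 6 h treatment, 37 °C / Detection: Steady-Glo luciferase glow luminescence, 10 min after reagent addition / Benchmarks: tunicamycin high, DMSO low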
UPR CHOP act: apoptotic UPR (CHOP) activation | CHO-CHOP luciferase reporter, luminescence; percent of tunicamycin response over DMSO baseline | activation, % at 10 µM | actives 0.34% (n = 330,000);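 active means at 10 µM dose, activation of 40% or more, normalized to positive control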;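 further: 100% = tunicamycin at 10 µg/mL and 0% = DMSO alone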
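measured by = luciferase luminescence | assay system = CHO-CHOP cells, stable luciferase reporter of PERK-eIF2a-CHOP signalling | amount = 500 reporter cells seeded per well | timing = 6 h compound exposure at 37 °C after overnight seeding | controls = positive tunicamycin 10 µg/mL, negative DMSO alone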
tim23-1 inh: growth inhibitors of tim23-1 mutant yeast. S. cerevisiae tim23-1 growth, BacTiter-Glo luminescence, 24 h. inhibition, % at 20 µM. actives 1.3% (n = 330,000). AID 463212;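 active means growth inhibition of the mutant yeast at or above 50%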;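 further: temperature-sensitive mutant grown at 25 °C; plate controls were DMSO-treated mutant yeast for no effect and medium wells lacking yeast for full effect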
NALP3 yeast inh: NALP3 inhibition in yeast; Yeast reconstituted NLRP3/ASC/caspase-1, beta-gal luminescence, 24 h; inhibition, % at 10 µM; actives 0.39% (n = 330,000); AID 2825;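 active means inhibition of 50% or more; inactive means inhibition below 50%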;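 further: plate controls were induced DMSO wells for no effect and uninduced yeast grown without galactose for full effect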
tim10-1 inh: inhibits growth of tim10-1 mutant yeast; AID 463190; S. cerevisiae tim10-1 ts strain growth, BacTiter-Glo, 24 h; actives 2.2% (n = 330,000); inhibition, % at 20 µM;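 active means inhibition of at least 40%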;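 further: mutant grown at 25 °C; 0% = DMSO wells with yeast and 100% = wells holding no yeast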
NR3A LBD binder: modulators (binders) of human NR3A ligand-binding domain | NR3A LBD differential scanning fluorimetry, Tm shift; 0% = protein alone, 100% = glycine-bound protein | actives 2.5% (n = 340,000) | Tm shift relative to glycine control, % at 25 µM | AID 1259313;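 active means melting temperature shift of at least 10% of the positive control shift, at one fixed dose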
* marks the source's active call; other numbers are inactive results.

canonical_smiles,TIM10 inh,APJ ag,Mdm2-MdmX inh,XBP1 UPR activ,UPR CHOP act,tim23-1 inh,NALP3 yeast inh,tim10-1 inh,NR3A LBD binder
CCN1CCN(c2c(Cl)cccc2NC(=O)c2cc3ccccc3o2)CC1,2,-7,23,0,1.8,28,29,23,-5
Cc1c(NCc2ccccc2O)c(=O)n(-c2ccccc2)n1C,-5,-4,34,-1,-1.5,5,-3,3,2
O=C(O)C1C2C=CC(C2)C1C(=O)Nc1ccc(C(=O)N2CCCCC2)cc1 (centres undefined),14,-4,0,-3,0.6,10,0,12,-23
O=C(C[C@@H]1C/C=C\CC[C@H](Cc2ccc(F)cc2)C(=O)OC[C@@H](Cc2ccccc2)NC1=O)NCCO,6,-3,-9,-3,1.3,10,6,13,-3
Cc1c(NC(=S)N/N=C/c2cc([N+](=O)[O-])ccc2O)c(=O)n(-c2ccccc2)n1C,2,-5,19,2,-1.7,0,28,5,-2
CC(=O)Nc1c2c(nn1-c1ccc(C)cc1)CSC2,0,-4,14,-6,0.3,7,0,13,1
Cn1ccnc1/C(=N\NC(=O)c1ccc(O)cc1)c1cccc([N+](=O)[O-])c1,-17,-1,4,4,1.3,4,-12,11,1
O=C(Nc1ccccc1)c1sc2cc(C(F)(F)F)cnc2c1-c1cccs1,-12,-3,11,-3,-3.9,0,16,20,-9
Cc1ccc(NCc2nc3ccccc3n2C)c(C)c1,8,-6,-67,-5,-1.3,16,11,23,1
CN(CCOc1ccccc1)C(=O)c1cc(-c2ccco2)nc2ccccc12,-5,-1,18,-2,-2.0,34,18,29,-1
Cc1cccc(C)c1NC(=S)/C(=C(\[O-])c1cccs1)[n+]1ccccc1,5,2,-22,-1,3.9,9,11,18,-1
CCOc1ccc(S(=O)(=O)N2CCCCC2)cc1NS(=O)(=O)c1cccs1,16,-4,21,-1,1.0,4,4,13,1
c1ccc(Cn2ncc3c(NCc4ccco4)ncnc32)cc1,4,1,12,-2,-0.4,-4,21,11,-1
Cc1nn(Cc2ccc([N+](=O)[O-])cc2)c(=O)n1-c1cccc(F)c1,-3,-3,-3,-1,0.5,-4,15,4,0
CCc1nn(CC(=O)NCCN2CCN(C)CC2)c(=O)c2cc3c(OC)cccc3n12,5,-1,-14,-1,1.2,18,-8,14,5
CCn1nc(C)c(NC(=O)/C=C/c2cnn(C)c2C)c1C,-10,0,0,-5,0.0,3,-8,11,2
CC(C)C(NC(=S)NCc1ccccc1)C(=O)O (centres undefined),-6,-7,-4,-2,1.1,-2,2,6,4
Cc1ccc(N(Cc2ccc([N+](=O)[O-])cc2)C(=O)c2ccco2)cc1C,29,-5,19,-1,0.8,36,0,9,-1
CC(C)(C)N(Cc1ccccc1)C(=O)COC(=O)C1=NN(c2ccccc2)C(=O)CC1,7,-2,24,0,2.4,27,21,17,3
CC(C)CN(C(=O)COc1ccc2ccc(=O)oc2c1)C1CCS(=O)(=O)C1 (centres undefined),-1,2,-2,-1,2.7,-9,2,-8,0
CCC[C@@H](NS(=O)(=O)c1ccc(C)cc1)C(=O)Oc1ccc2c3c(c(=O)oc2c1)CCC3,-13,0,11,1,-2.3,30,-22,14,-4
CCOC(=O)Cn1nc(-c2ccc(C)cc2)c2ccccc2c1=O,12,-3,1,0,1.8,30,7,24,-1
O=C(Nc1ccccc1Cl)c1cccc(NC(=O)C2CCCC2)c1,2,-3,9,0,0.3,19,29,-6,-2
COc1ccc(OC)c(N/C(=N/C(=S)Nc2ccccc2)Nc2nc(C)cc(C)n2)c1,5,1,38,-3,0.1,3,35,17,1
C=CCSc1nnc(Cc2c(C)[nH]c3ccccc23)o1,-8,0,23,-2,-1.6,12,22,7,0
O=C(CNC(=O)c1ccco1)N/N=C/c1ccc(O)c([N+](=O)[O-])c1,2,-3,-27,-2,0.5,9,-3,6,-1
CC(=O)c1c(C)[nH]c(C(=O)OCC(=O)Nc2ccc(Cl)cc2[N+](=O)[O-])c1C,29,6,36,-1,5.6,18,25,19,-14
Cc1ccc(Cl)cc1NC(=O)C1CCCN(S(=O)(=O)c2c(C)noc2C)C1 (centres undefined),-9,4,-17,-1,0.1,-7,16,-3,-1
C=CCSc1ncc(C(=O)OCC)c(N)n1,-14,-1,15,-1,1.7,3,16,10,-2
O=C(Nc1ccc2c(c1)OCO2)c1cccc(S(=O)(=O)N2CCCC2)c1,18,-4,19,2,1.3,18,-7,26,1
CC(C)C(c1nnnn1CC1CCCO1)N1CCN(Cc2ccc3c(c2)OCO3)CC1 (centres undefined),-16,-6,-15,2,-2.9,-2,15,10,2
COc1ccc(-n2c(O)cnc2Nc2nc(C)cc(C)n2)cc1OC,-10,-2,7,1,3.0,-7,1,-6,4
Cc1ccc(S(=O)(=O)NC2CCC(C(=O)O)CC2)cc1 (centres undefined),-21,-1,-6,3,-2.4,-3,2,5,-2
CC1(C)NC(=O)N(CC(O)CN(c2ccccc2)S(=O)(=O)c2ccc([N+](=O)[O-])cc2)C1=O (centres undefined),-3,12,21,-4,-2.0,0,14,-12,0
O=C(Nc1cnccc1C(F)(F)F)NC1CCCCC1,11,2,13,-2,0.8,13,15,13,0
CC(C)=C(C#N)c1nc2ccccc2s1,-13,-1,19,1,-0.2,15,13,-12,0
N#Cc1cccc(OC(=O)c2ccc3c(=O)n4c(nc3c2)CCC4)c1,5,0,10,8,2.1,8,6,13,-3
Cc1ccc(C(=O)Nc2c(C)cc(-c3ccccc3)oc2=O)cc1,16,-2,-4,2,-0.1,8,12,15,-2
O=C1COc2ccccc2N1Cc1c(F)cccc1Cl,-18,-2,18,-1,4.7,-19,-37,-48,-1
CC(=O)c1cccc(NC(=S)NCCc2ccc(F)cc2)c1,23,-2,5,0,3.0,24,12,4,-8

Ordered by heavy-atom count (low to high): part of the list above
canonical_smiles,TIM10 inh,APJ ag,Mdm2-MdmX inh,XBP1 UPR activ,UPR CHOP act,tim23-1 inh,NALP3 yeast inh,tim10-1 inh,NR3A LBD binder
CC(C)=C(C#N)c1nc2ccccc2s1,-13,-1,19,1,-0.2,15,13,-12,0
O=C(Nc1cnccc1C(F)(F)F)NC1CCCCC1,11,2,13,-2,0.8,13,15,13,0
CC(=O)c1cccc(NC(=S)NCCc2ccc(F)cc2)c1,23,-2,5,0,3.0,24,12,4,-8
COc1ccc(-n2c(O)cnc2Nc2nc(C)cc(C)n2)cc1OC,-10,-2,7,1,3.0,-7,1,-6,4
CC1(C)NC(=O)N(CC(O)CN(c2ccccc2)S(=O)(=O)c2ccc([N+](=O)[O-])cc2)C1=O (centres undefined),-3,12,21,-4,-2.0,0,14,-12,0

Following part.
canonical_smiles,TIM10 inh,APJ ag,Mdm2-MdmX inh,XBP1 UPR activ,UPR CHOP act,tim23-1 inh,NALP3 yeast inh,tim10-1 inh,NR3A LBD binder
O=C(NC1CCCC1)c1ccc(COCC(F)(F)C(F)F)o1,-10,-5,-30,-1,-0.6,16,1,-3,0
COc1cccc2cc(-c3cc(=O)oc4cc(C)c(O)cc34)oc12,6,2,14,0,-1.9,-5,-6,-4,1
CC1(C)Cc2ccccc2-c2nnc(-c3ccccc3)n21,-2,-4,-6,1,-0.3,3,13,6,1
Cn1cnnc1Sc1nc2c(c(=O)n(C)c(=O)n2C)n1Cc1ccccc1Cl,2,-2,-16,0,-1.1,-20,5,10,-1
OCC[C@H]1C[C@@H](O)[C@H](O)[C@@]2(CCCCO2)O1,13,1,-2,-2,0.7,10,-3,5,1
CC(=O)Oc1ccc(-c2nc3ccccc3c(=O)o2)cc1,8,-2,13,0,3.4,13,9,26,-1
c1ccc2sc(N3CN(CCN4CCOCC4)CN(c4nc5ccccc5s4)C3)nc2c1,9,-2,15,3,0.2,25,40,-11,-3
CCc1noc2c1/C(=N\O)CC(c1ccccc1)C2 (centres undefined),-20,-3,23,9,1.1,3,13,-6,-13
COc1cc(C(=O)Nc2ccc(C(=O)NCC3CCCO3)cc2)cc(OC)c1OC (centres undefined),-4,-1,31,0,2.8,13,13,4,0
COc1cccc2c1OCC1COc3c(c(=O)n(C)c(=O)n3C)C21 (centres undefined),6,-3,8,-1,-1.8,6,9,-7,1
COc1ccccc1NC(=O)C(C)OC(=O)Cc1ccsc1 (centres undefined),6,-1,2,-2,-1.2,-2,0,12,0
N#C/C(=C\c1ccncc1)C(=O)Nc1ccc(C(=O)O)cc1,7,1,2,-2,-0.3,2,19,-10,3
c1coc(CNc2c3c(nc4ncnn24)CCC3)c1,-3,1,12,-2,-0.4,10,1,4,-1
CCCCC(=O)NCCNc1nc2c(c(=O)n(C)c(=O)n2C)n1Cc1ccccc1,-16,3,-1,-3,-1.5,20,7,10,4
N/C(=N\OC(=O)CCCOc1ccccc1)c1ccc([N+](=O)[O-])cc1,28,-3,-3,-2,0.5,23,15,55*,-2
CC1CCCCC12NC(=O)N(CC(=O)OCC(=O)NC(=O)c1ccccc1)C2=O (centres undefined),11,-1,-3,0,0.1,-3,-2,14,2
Cc1nnc(NC(=O)CCC(=O)N2CCN(CCOc3cccc4ccccc34)CC2)s1,11,-1,20,1,3.1,2,2,12,1
CC1CCCN(CCCOc2ccc(Br)cc2Cl)C1 (centres undefined),-2,0,-5,2,3.2,-17,24,-26,0
CCC(C)N(C(=O)C(F)(F)F)C(C(=O)NC1CCCCC1)c1ccncc1 (centres undefined),-7,-5,3,2,0.8,16,4,24,-1
CCN1C(=O)CC(N2CCN(C(c3ccccc3)c3ccccc3)CC2)C1=O (centres undefined),17,-3,-17,-1,1.0,15,-15,21,-7
Cc1ccc(N(CC(=O)NN=C2CCN(C)CC2)S(=O)(=O)c2ccccc2)c(C)c1,5,1,19,0,-0.7,24,7,23,-1
CCc1ccc(C(=O)C(C)OC(=O)Cc2n[nH]c(=O)c3ccccc23)cc1 (centres undefined),17,-2,59*,-1,-0.7,19,11,18,0
O=C(Cc1ccccc1)Nc1nnc(-c2ccccc2)o1,6,-2,19,2,-2.0,-2,9,-26,-1
Cc1ccc(N(C)S(=O)(=O)c2cccc(C(=O)Nc3ccc(C)cn3)c2)cc1,-13,5,3,-2,-0.2,16,28,-14,0
O=C(O/N=C\c1ccc(N2CCCCC2)c([N+](=O)[O-])c1)c1ccc(Cl)cc1Cl,5,-3,9,-3,0.4,4,0,26,1
CCN(CC)c1ccc([N+](=O)[O-])cc1C(=O)O,-8,-6,-21,-2,2.0,-5,15,-1,-4
CCN1CCN(c2ccc(S(=O)(=O)N3CCCCC3)cc2NC(=O)c2cc3ccccc3o2)CC1,13,-4,62*,0,0.6,5,25,16,0
CC(NC(=O)c1ccccc1F)c1cccc2ccccc12 (centres undefined),8,5,4,-2,1.2,24,41,15,1
C/C(=N\NC(=O)CNc1cccc(C(F)(F)F)c1)c1cccs1,12,7,-3,0,0.0,20,25,19,-6
